RAD54 branch – inhibitors of human RAD54 branch migration, primary screen, biochemical, fluorescence, single point; RAD54 Holliday junction branch migration, FAM/BHQ fluorescence; DNA repair and recombination protein RAD54-like (Homo sapiens), Q92698; AID 602329, 2012; actives 0.14% (n = 360,000); inhibition, % at 10.4 µM;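 active = mean normalized replicate activity at least 40 and at least half of replicates scoring 40 or more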;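 also: 0% = median of neutral control wells and 100% = median of positive control wells; inhibitors cause a drop in the FAM fluorescence signal; in these data hits start at about 50%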
miR122 inh – miR-122 Renilla sensor signal increase in Huh7, primary screen, miR-122 inhibitor project, cell-based, single point, plate reader | Huh7 miR-122 Renilla luciferase sensor, 48 h; neutral wells = 0, positive control = 100 | activation (reporter increase), % at 12.5 µM | actives 0.3% (n = 340,000) | AID 602342, 2012;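 active = mean replicate activation score at least 90 and every replicate individually at or above 90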;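 also: higher luciferase means less miR-122 activity so hits act as miR-122 inhibitors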
E-selectin induc – E-selectin induction in HUVECs, primary screen, imaging, HUVEC, immunofluorescence imaging, single point; P16581; normalized: neutral wells 0, TNF-alpha wells 100; activation, % at 7.58 µM; actives 0.37% (n = 260,000); AID 686992, 2013;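 active = mean E-selectin-positive cell signal at least 10% of the positive control, reached in at least 60% of replicates, without over 20% cell loss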;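 also: in these data hits start at about 27%; measured in HUVEC primary endothelial cells; signal is the percent of cells scored E-selectin positive by PE staining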
Target sequence (P16581 whole entry, looked up): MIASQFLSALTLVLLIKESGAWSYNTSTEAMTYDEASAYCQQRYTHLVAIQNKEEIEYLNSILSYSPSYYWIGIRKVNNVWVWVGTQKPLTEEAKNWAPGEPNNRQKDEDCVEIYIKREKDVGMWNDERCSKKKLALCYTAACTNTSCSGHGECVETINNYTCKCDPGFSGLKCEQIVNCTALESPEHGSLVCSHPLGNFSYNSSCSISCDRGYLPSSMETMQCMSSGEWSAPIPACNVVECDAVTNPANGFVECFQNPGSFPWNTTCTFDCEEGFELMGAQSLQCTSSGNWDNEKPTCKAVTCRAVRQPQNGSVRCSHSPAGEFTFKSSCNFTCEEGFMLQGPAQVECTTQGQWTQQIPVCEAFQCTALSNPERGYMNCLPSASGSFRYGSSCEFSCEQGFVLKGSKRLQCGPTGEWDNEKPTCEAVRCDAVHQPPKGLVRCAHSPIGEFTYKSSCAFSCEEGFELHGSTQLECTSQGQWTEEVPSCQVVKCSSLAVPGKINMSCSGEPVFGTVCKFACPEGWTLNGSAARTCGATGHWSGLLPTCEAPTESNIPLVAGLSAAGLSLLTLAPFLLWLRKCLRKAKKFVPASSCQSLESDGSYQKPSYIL
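Read-out: % PE-positive cells | Test system: HUVEC | Doses: One compound dose added by pin transfer | Buffer or medium: EGM-2 over gelatin coat | Signal: Immunofluorescence imaging | Benchmarks: TNF-alpha, DMSO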
ERAP1 inh – human ERAP1 aminopeptidase inhibitors, primary screen, biochemical, single point, plate reader | recombinant ERAP1, Leu-AMC fluorescence, 60 min | actives 0.15% (n = 340,000) | Endoplasmic reticulum aminopeptidase 1 (Homo sapiens), Q9NZ08 | inhibition, % at 10.7 µM;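 active = mean replicate inhibition of at least 30%, or all replicates individually reaching that 30% level; inactive = mean below 30% and not every replicate reaching it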;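 also: 0% = neutral control wells and 100% = L-leucinethiol positive control wells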
RAD52 anneal inh – RAD52 DNA annealing inhibitors, primary screen, biochemical, FRET, single point, set 2; DNA repair protein RAD52 homolog (Homo sapiens), P43351; AID 651710, 2012; inhibition, % at 18.7 µM; recombinant RAD52 DNA annealing, FRET fluorescence; actives 0.46% (n = 360,000);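 active = every replicate showing at least 50% inhibition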
Target sequence (P43351 whole entry, looked up): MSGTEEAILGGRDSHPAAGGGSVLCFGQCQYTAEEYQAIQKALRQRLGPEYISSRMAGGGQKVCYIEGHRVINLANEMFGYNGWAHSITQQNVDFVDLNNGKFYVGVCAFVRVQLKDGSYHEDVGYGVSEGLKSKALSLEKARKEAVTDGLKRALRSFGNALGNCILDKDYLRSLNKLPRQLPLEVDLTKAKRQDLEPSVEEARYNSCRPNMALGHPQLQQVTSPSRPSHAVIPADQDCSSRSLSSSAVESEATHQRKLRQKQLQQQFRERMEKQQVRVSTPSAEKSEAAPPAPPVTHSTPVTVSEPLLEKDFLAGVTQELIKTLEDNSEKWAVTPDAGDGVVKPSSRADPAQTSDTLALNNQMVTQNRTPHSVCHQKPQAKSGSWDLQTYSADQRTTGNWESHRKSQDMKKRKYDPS
Cneo AK release – Cryptococcus neoformans cell lysis inducers, primary screen, AK release luminescence, single concentration; C. neoformans lysis, adenylate kinase release luminescence, 4 h; normalised: neutral wells 0, clomiphene wells 100; lysis activity, % at 15 µM; actives 0.2% (n = 360,000); AID 651654, 2012;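 active = mean lysis activity across replicates of at least 80%, whatever share of replicates individually reach that level; inactive = mean lysis activity below 80%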
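Test system: log-phase Cryptococcus neoformans yeast cells. Input: 5 × 10^6 yeast cells/mL. Medium: fresh YPD growth medium. Doses: single dose. Incubation: static 4 h at 37 °C with compound, 1 h detection. Measured by: luminescent adenylate kinase detection reagent. Read-out: signal increase indicating cell lysis. Benchmarks: Clomiphene.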
PglD inh – C. jejuni PglD acetyltransferase inhibitors, primary screen, biochemical, DTNB colorimetric, single point | UDP-N-acetylbacillosamine N-acetyltransferase PglD (Campylobacter jejuni) | purified PglD enzyme, DTNB colorimetric CoA detection | inhibition, % at 12.5 µM | actives 0.098% (n = 360,000); in the data active = inhibition above about 16%, passing the limit was not always enough; also: strong numbers were not always called active
PGC1a acetyl inh – inhibitors of PGC1a acetylation signal, primary screen, cell-based, U2OS, AlphaScreen, inhibitor mode. AlphaScreen anti-acetyl-lysine; with virally co-expressed GCN5 acetyltransferase. inhibition, % at 15.6 µM. actives 0.17% (n = 350,000). AID 651687, 2012;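 active = every replicate shows inhibition of at least 40%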;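 also: 0% = neutral control wells and 100% = positive control wells; some results beyond the cut were filed as inactive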
Active calls of the source: *; i = inactive; . = no result given; [ ] = dose if it differs, or a comment.

cpd	structure	RAD54 branch	miR122 inh	PGC1a acetyl inh	ERAP1 inh	Cneo AK release	RAD52 anneal inh	E-selectin induc	PglD inh
1	COc1ccc(CN(C)C[C@H]2Oc3ccc(NS(=O)(=O)c4ccc(OC)cc4)cc3CC(=O)N([C@@H](C)CO)C[C@H]2C)cc1	-1	-3[16.7 µM]	-2	-1	-3	14	-0.7	0
2	CO[C@@H]1CN(C)C(=O)c2cc(NS(=O)(=O)c3ccccc3Cl)ccc2OC[C@H](C)NC[C@H]1C	5	4[16.7 µM]	-5	0	0	-12	0.4	1
3	C=CCn1c(SC(CCO)C(=O)NCc2ccco2)nc2sc3c(c2c1=O)CCC3 (configuration not stated)	9	1	.	.	-1	.	0.0	0
4	COc1cc(/C=N/N=C2/NC(=O)C(Cc3ccccc3)S2)ccc1O (configuration not stated)	5	-8	-1	-10	-6	-4	.	2
5	CC1CN(C(=O)c2cc3c(=O)n4ccccc4nc3n2C)CC(C)O1 (configuration not stated)	-3	-7	.	38*	0	-20	.	3
6	CC(Oc1ccc(Cl)cc1)C(=O)N(C)CC(=O)Nc1ccc(N2CCOCC2)cc1 (configuration not stated)	-7	-4	.	0	1	9	0.6	-5
7	Cn1nc(C(C)(C)C)c(NC(=O)c2ccc(F)cc2)c1C(C)(C)C	.	.	10	-2	.	-1	-0.1	.
8	CCC(C)c1ccc(NC(=S)NCc2ccccn2)cc1 (configuration not stated)	-17	.	.	-5	0	-6	2.4	-1
9	Cc1ccc([N+](=O)[O-])cc1S(=O)(=O)Nc1cccc(S(=O)(=O)Nc2ccccc2C(=O)O)c1	-6	4	3	-4	1	-17	.	-3
10	CC(C)NC[C@H](O)COc1cccc2ccccc12	9	-4	-20	1	0	8	-1.5	4
11	Cc1ccc(NC(=O)CC(NC(=O)c2ccccc2Cl)c2ccccc2)nc1 (configuration not stated)	-10	-5	1	-2	-1	-6	0.6	3
12	Cc1ccc(OCn2c(=O)sc3ccccc32)cc1	-9	9	4	1	9	-15	.	-1
13	COc1ccc(NC(=O)NC2CCCCCCC2)cc1OC	2	8	5	1	-2	-1	.	3
14	O=C(C[C@H]1C=C[C@@H](NC(=O)c2ccccc2)[C@H](CO)O1)NCc1ccc(Oc2ccccc2)cc1	4	-9[16.7 µM]	-11	0	44	-2	-0.4	-2
15	CCN(Cc1ccccc1)c1cc2c(c3c1ccn3C)C1CCC2O1 (configuration not stated)	4	-3	0	0	-1	28	0.2	0
16	CCOc1cccc2sc(=NC(=O)CCS(=O)(=O)c3ccc(F)cc3)n(C)c12	-6	-3	4	-3	-3	-1	.	4

Filtered by structure: the entries above containing fluorine.
cpd	structure	RAD54 branch	miR122 inh	PGC1a acetyl inh	ERAP1 inh	Cneo AK release	RAD52 anneal inh	E-selectin induc	PglD inh
7	Cn1nc(C(C)(C)C)c(NC(=O)c2ccc(F)cc2)c1C(C)(C)C	.	.	10	-2	.	-1	-0.1	.
16	CCOc1cccc2sc(=NC(=O)CCS(=O)(=O)c3ccc(F)cc3)n(C)c12	-6	-3	4	-3	-3	-1	.	4

More structures.
cpd	structure	RAD54 branch	miR122 inh	PGC1a acetyl inh	ERAP1 inh	Cneo AK release	RAD52 anneal inh	E-selectin induc	PglD inh
17	COc1ccccc1C(=O)Nc1ccc2c(c1)C(=O)N(C)C[C@@H](OC)[C@@H](C)CN(C(C)=O)[C@H](C)CO2	-1	14[16.7 µM]	6	1	-2	-2	0.0	0
18	Cc1ccc(CNC(=O)c2ccc(CS(=O)Cc3cccc(Cl)c3)o2)cc1 (configuration not stated)	-7	-4	7	-4	-6	-4	0.4	7
19	CCCCCc1c(O)c2ccccc2[nH]c1=O	8	6	-1	.	-1	.	.	3
20	CCCn1c(SCC(=O)NCCc2ccc(Cl)cc2Cl)n[nH]c1=O	-14	-4	-7	.	1	.	.	4
21	COc1cc(/C=N/Nc2ccc3ccccc3c2)ccc1OC(=O)c1ccco1	3	0	10	.	-4	.	.	0
22	CC[C@H]1c2[nH]c3ccccc3c2C[C@@H]2C(=O)N(c3ccc(F)cc3)C(=O)N21	3	-18	-8	1	5	-5	.	2
23	CCN(CC(=O)Nc1ccccc1C(F)(F)F)C(=O)CN1C(=O)NC2(CCCC2)C1=O	.	5	.	-1	.	13	0.1	.
24	CN(C)CC[C@@H](c1ccc(Br)cc1)c1ccccn1	2	2	23	3	0	3	-0.1	-2
25	Cc1ccc2nc(NC(=O)CSc3nc(=O)n(CCN(C)C)c4c3CCCC4)sc2c1	-1	4	-6	-2	1	2	.	0
26	COCC(=O)N1[C@H](C(=O)N2CCCCC2)[C@@H](CO)[C@@H]2Cn3c(ccc(C4=CCCC4)c3=O)[C@@H]21	3	0[16.7 µM]	.	1	-3	-8	0.2	0
27	CN(C)S(=O)(=O)c1ccc(Cl)c(NC(=O)CN2C(=O)NC3(CCCC3)C2=O)c1	-2	-2	-7	-3	-2	-20	0.3	2
28	COc1ccc(CCN2CC34C=CC(O3)C(C(=O)NCc3ccccc3)C4C2=O)cc1OC (configuration not stated)	4	-9	4	.	-1	.	.	-3
29	Cc1c(C(=O)NCc2cccc(C(F)(F)F)c2)sc(=O)n1Cc1ccc(F)cc1	-14	.	.	.	0	-25	.	4
30	COc1ccc(S(=O)(=O)N(CC(=O)NN=C2CCN(C)CC2)c2ccc(C)cc2)cc1OC	0	.	.	4	4	-15	1.8	-1
31	Cc1cccc(NC(=O)c2ccc(NCC3CCCO3)c([N+](=O)[O-])c2)n1 (configuration not stated)	.	-2	-4	-1	.	-14	-1.4	.
32	COc1cccc(CC(=O)OCC(=O)NC(=O)c2ccc(OC(F)F)cc2)c1	-2	.	.	2	3	-17	0.1	1
33	Cc1ccc(NC(=O)N(C)c2ccccc2)cc1	-2	.	.	-2	0	-17	21	.
34	C[C@H](O)C#Cc1ccc([C@@H]2[C@H]3CN(C(=O)c4cccc(F)c4)CCCCN3[C@H]2CO)cc1	-5	-5[16.7 µM]	-3	-3	-2	-16	-0.2	7
35	CC(=O)c1ccc(OCCNS(=O)(=O)c2ccc(-n3cnnn3)c(C)c2)cc1	3	2	8	5	0	-12	.	0
36	Cc1cc(C)c(OCC(=O)Nc2ccccn2)c([N+](=O)[O-])c1	2	-3	-2	.	1	.	.	16
37	CCOC(=O)c1c(NC(N)=O)nc2n1CCC2	1	-4	.	-5	1	-10	.	-5
38	FC(F)(F)c1cc(CCN2CCNC[C@H]2Cc2cccc3ccccc23)cc(C(F)(F)F)c1	16	.	.	4	7	60*	-0.1	4
39	CCOC(=O)C1(C)CCCN(C(=O)c2cc(C)on2)C1 (configuration not stated)	1	-2	.	2	0	-12	0.1	4
40	Cc1ccc(CNC(=O)c2ccc(CN3CCOCC3)cc2)cc1	-7	3	1	.	0	.	-0.8	5
41	Cc1nn(CCCC(=O)Nc2cc(Oc3ccccc3)cc([N+](=O)[O-])c2)c(C)c1[N+](=O)[O-]	-1	-6	-10	.	3	.	-0.2	-6
42	CCC1CCC(NC2CCCCNC2=O)CC1 (configuration not stated)	13	-3	8	.	4	.	.	1
43	CC(/C=N/NC(=O)c1nnn(-c2nonc2N)c1C(C)C)=C\c1ccco1	0	-8	0	1	-2	-23	.	3
44	CC1=CC(=Nc2c(C)n(C)n(-c3ccccc3)c2=O)C=C(C)C1=O	5	3	13	1	-4	-3	-0.2	12
45	CC(/C=N/N1CCN(c2ccccc2)CC1)=C\c1ccccc1	1	-15	1	2	0	-5	.	-2
46	COc1ccccc1NS(=O)(=O)c1cccc(NC(=O)c2ccc3ccccc3n2)c1	-6	73	3	1	4	-21	.	2
47	C[C@H]1CCCCO[C@H](CN(C)C(=O)CCC(F)(F)F)[C@@H](C)CN([C@@H](C)CO)C(=O)c2cc(NC(=O)c3ccccc3)ccc2O1	-11	-10[16.7 µM]	-3	-4	56	20	1.1	-3
48	Cc1nn(Cc2c(F)cccc2Cl)c(=O)c2ccccc12	-4	.	.	2	-5	-2	0.2	-1
49	C[C@H](CO)N1C[C@H](C)[C@@H](CN(C)C(=O)Nc2ccc3c(c2)OCO3)Oc2c(NC(=O)Cc3ccccc3)cccc2C1=O	5	.	.	1	0	1	-1.2	1
50	COC(=O)c1ccc(S(=O)(=O)N2CCCCC2)o1	-10	7	.	2	1	7	.	-2
51	CC(C)c1ccc(NC(=O)CSc2nnc(-c3ccccn3)n2C)cc1	-5	6	-10	.	3	.	-2.0	4
52	O=C(C[C@H]1C[C@@H]2c3cc(NC(=O)C4CCC4)ccc3O[C@@H]2[C@@H](CO)O1)NCc1ccccc1F	-1	-4[16.7 µM]	0	0	-2	-18	-0.1	-1
53	O=C(NCC[C@@H]1CC[C@@H](NC(=O)c2cccnc2)[C@H](CO)O1)Nc1ccc(Cl)cc1	2	.	-2	-1	-4	10	-0.1	4
54	CC1(C)N=C(C(=O)c2ccccc2)N(O)C1(C)O (configuration not stated)	-4	2	-3	.	0	.	.	0
55	N#CC(=C1Nc2ccccc2N1)S(=O)(=O)c1ccccc1	-10	-2	-21	0	0	-14	-0.2	5
56	O=C(COC(=O)CSc1ccc(F)cc1)NC1CCCCCC1	-2	-6	2	2	3	-3	.	0
57	CCC(=O)N(C)C[C@H]1Oc2cc(-c3ccc(F)cc3)ccc2S(=O)(=O)N([C@H](C)CO)C[C@H]1C	-5	-10[16.7 µM]	.	-1	46	25	0.0	7
58	O=c1cc(C(F)(F)F)nc(-c2ccccc2)[nH]1	-7	2	.	.	1	.	.	-1
59	CCOC(=O)c1ccc(NC(=O)CCc2ccc(CC)o2)cc1	-2	2	0	.	-1	.	.	2
60	CN(C)/C=C1\C=C2C(=O)c3ccccc3N2C1=O	.	-2	6	.	.	i	1.0	.
61	Cc1ccc(C)c(NC(=O)[C@@H]2CCCN2S(=O)(=O)c2ccccc2F)c1	1	-6	-10	-1	4	-30	.	-4
62	Cc1ccc(CN(c2ccc(C(=O)N3CCOCC3)cc2)S(C)(=O)=O)cc1	5	-8	-4	.	-2	.	.	2
63	COc1cc(NC(=O)c2cnn3c(C)cc(C)nc23)c(OC)cc1Cl	-8	-2	-2	.	-3	.	.	3
64	O=C(CSC(=S)N1CCOCC1)c1cc(Br)cc(Br)c1O	-1	1	.	1	3	-13	0.0	-2
65	COCOc1cccc(CN2CCC2(C)C(=O)Nc2ccc(C)cc2)c1 (configuration not stated)	-6	-5	3	7	0	-4	-0.1	-1
66	CC(C)CC#Cc1cnc2c(c1)C(=O)N([C@@H](C)CO)C[C@@H](C)[C@H](CN(C)S(=O)(=O)c1cccs1)O2	2	4[16.7 µM]	2	-1	0	11	0.2	2
67	O=C(C[C@H]1CC[C@H]2[C@@H](COC[C@@H](O)CN2S(=O)(=O)c2cccc(F)c2)O1)NC1CCC1	0	4[16.7 µM]	1	0	-5	-1	0.0	-3
68	COc1ccc(NC(=O)Nc2ccc3c(c2)CC(=O)N([C@@H](C)CO)C[C@@H](C)[C@H](CN(C)CC2CCCCC2)O3)cc1	10	-8[16.7 µM]	-10	-3	-9	28	0.9	1

This is a random part of the collection; 1.4% or so of the library scored in one or more.
